Bioassay records from PubChem.
UHRF1 binding: human UHRF1 methylated DNA binding inhibitors; 370,000 tested, 0.75% active; inhibition, % at 4.4 µM; AID 687016; UHRF1 binding to methylated oligo, TR-FRET; in the data active = inhibition above about 21%;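 also: UHRF1 SRA domain binding a hemimethylated CpG hairpin DNA probe; 0% = median of test compound wells and 100% = reference inhibitor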
rCAG RNA binder: r(CAG) repeat RNA binding | inhibition, % at 3 µM | TO-PRO-1 dye displacement fluorescence | 370,000 tested, 1.3% active;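 active = inhibition above the plate cutoff, the mean of all test compounds on that plate plus 3 SD, cut at about 35% in these data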;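 also: 0% = DMSO alone and 100% = 100 µM mitoxantrone as full dye displacement; higher means more dye released from RNA so lower well fluorescence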
SIAE primary: human SIAE inhibition, primary screen; inhibition, % at 9.66 µM; Q9HAT2; AID 1053197; SIAE FP-Rh probe binding, fluorescence polarization; 370,000 tested, 0.69% active;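 active = inhibition above a cutoff: mean of compounds within the control limits plus 3 SD of those, cut at about 17% in these data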;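 also: 0% = plate median of compound wells and 100% = probe without SIAE protein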
TCR CD3 inh: inhibitors of human TCR-CD3 interaction | 360,000 tested, 0.37% active | inhibition, % at 9.4 µM | TAMRA-labeled TCR probe fluorescence, biochemical | AID 651800; in the data active = inhibition above about 19%;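 also: recombinant mutant TCR 2C K166C tagged with TAMRA read by polarization; 0% = receptor in buffer alone and 100% = receptor with positive control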
HTRA1 inh: HTRA1 (human) protease inhibition; Q92743; 340,000 tested, 0.5% active; inhibition, % at 5.96 µM; recombinant HTRA1, FP-rhodamine activity-based probe, fluorescence polarization; in the data active = inhibition above about 36%;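 also: 0% = enzyme with DMSO and 100% = wells lacking enzyme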
GC-B act: GC-B (human) receptor activation. activation, % at 10 µM. 370,000 tested, 0.11% active. HEK293-GC-B cells, CNP EC30, cGMP TR-FRET; 0% at EC30 CNP, 100% saturating CNP;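 active = activation at 10 µM reaching about 35% in either raw or pattern-adjusted values, limit read from the data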
PRMT1 inh: PRMT1 (human) inhibition, primary screen | inhibition, % at 2.79 µM | 370,000 tested, 1.3% active | recombinant PRMT1, activity-based probe fluorescence polarization;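 active = inhibition above about 21% made by adding two undisclosed values, limit read from the data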
MBD2 DNA inh: inhibitors of human MBD2 binding to methylated oligonucleotide | Q9UBB5 | TR-FRET | inhibition, % at 4.4 µM | 370,000 tested, 0.31% active | AID 686964; in the data active = inhibition above about 13%
GC-A act: GC-A (human) enzyme activation; P16066; HEK293 GC-A cells, cGMP TR-FRET, EC30 ANP; 0% at EC30 ANP, 100% saturating ANP; activation, % at 10 µM; 370,000 tested, 0.14% active; AID 1671463; in the data active = activation above about 40%
Target sequence (P16066 whole entry, looked up): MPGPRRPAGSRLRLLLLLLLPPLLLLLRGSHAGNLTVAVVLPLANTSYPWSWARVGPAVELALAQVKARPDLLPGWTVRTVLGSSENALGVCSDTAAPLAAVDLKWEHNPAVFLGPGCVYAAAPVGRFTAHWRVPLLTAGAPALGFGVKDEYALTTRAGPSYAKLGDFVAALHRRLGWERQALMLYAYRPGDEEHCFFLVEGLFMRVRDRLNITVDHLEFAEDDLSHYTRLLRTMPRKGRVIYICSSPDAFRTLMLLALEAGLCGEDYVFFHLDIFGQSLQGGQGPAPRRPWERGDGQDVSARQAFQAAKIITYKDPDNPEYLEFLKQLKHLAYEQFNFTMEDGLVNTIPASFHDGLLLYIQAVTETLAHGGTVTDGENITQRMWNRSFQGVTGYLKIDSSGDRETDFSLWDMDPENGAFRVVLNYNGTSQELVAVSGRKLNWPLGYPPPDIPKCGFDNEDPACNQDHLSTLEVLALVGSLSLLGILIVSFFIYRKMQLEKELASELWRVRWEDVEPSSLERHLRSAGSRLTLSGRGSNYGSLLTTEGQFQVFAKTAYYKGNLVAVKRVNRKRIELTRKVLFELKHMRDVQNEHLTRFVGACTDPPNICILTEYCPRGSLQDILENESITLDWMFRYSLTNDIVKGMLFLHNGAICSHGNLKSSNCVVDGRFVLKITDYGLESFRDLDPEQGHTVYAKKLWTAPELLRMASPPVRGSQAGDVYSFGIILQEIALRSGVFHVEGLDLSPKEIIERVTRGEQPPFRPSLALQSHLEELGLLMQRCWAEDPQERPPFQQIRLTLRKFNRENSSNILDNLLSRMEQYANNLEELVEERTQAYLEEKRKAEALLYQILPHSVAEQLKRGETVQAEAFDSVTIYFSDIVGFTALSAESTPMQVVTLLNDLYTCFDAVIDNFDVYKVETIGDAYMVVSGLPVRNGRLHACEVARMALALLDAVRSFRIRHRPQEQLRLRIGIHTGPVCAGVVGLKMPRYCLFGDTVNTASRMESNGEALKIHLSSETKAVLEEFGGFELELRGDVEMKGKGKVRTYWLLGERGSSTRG
mABHD4 FP: ABHD4 (mouse) inhibition, primary FP screen; inhibition, % at 8.92 µM; 370,000 tested, 0.54% active; purified mABHD4, FP-Rh probe fluorescence polarization; AID 720543;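 active = inhibition exceeding the mean over every tested compound plus 3 SD, cut at about 30% in these data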;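 also: 0% = plate median of compound wells and 100% = S159A mutant with DMSO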
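Test system: mouse ABHD4 enzyme, wild type. Reagent: FP-Rh fluorescent activity-based probe, added after compound pre-incubation. Timing: pre-incubation 45 min, probe exposure 60 min, at 25 °C. Technique: FP readout, ex 525 nm / em 598 nm. Benchmarks: high control S159A mutant with DMSO, low control median of compound wells.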
Numbers without * were called inactive; nt = not tested or not shown. Some of the compounds tested; rates above refer to the full screens.

No.	structure	PRMT1 inh	TCR CD3 inh	HTRA1 inh	GC-B act	rCAG RNA binder	UHRF1 binding	SIAE primary	GC-A act	mABHD4 FP	MBD2 DNA inh
1	c1ccc(CSc2ccc3nnc(-c4cccnc4)n3n2)cc1	1	3	1	3	-3	-5	6	9	-4	1
2	Cc1cc(=O)[nH]c(SCC(=O)c2ccc(C)c(C)c2)n1	6	2	1	-3	3	0	-3	-3	2	-2
3	O=C(O)c1cccc(-n2nnnc2SCc2ccccn2)c1	0	-2	-2	-1	6	6	-2	-2	-4	-3
4	COC(=O)[C@H]1C[C@@]2(N3CCCCC3)c3ccccc3N[C@H]2N1S(=O)(=O)c1ccc(C)cc1	0	nt	nt	-1	5	0	0	-5	0	3
5	CCOC(=O)c1ccc2c(c1)nc(SCC(=O)c1ccco1)n2CC	20	-6	7	30	1	2	7	22	-2	0
6	O=C(Nc1ccc(C(F)(F)F)cc1)c1ccccc1Br	-1	4	-18	3	0	0	5	2	-14	0
7	COc1ccc(OCC(=O)Nc2cccc(NC(=O)COc3ccc(OC)cc3)n2)cc1	-4	3	1	0	1	-2	-7	4	-6	0
8	CC(OC(=O)c1ccc(S(=O)(=O)N(C)c2ccccc2)cc1)C(=O)NCCC1=CCCCC1 (stereo not given)	-2	3	-9	1	-1	0	-6	1	1	-2
9	CS(=O)(=O)Nc1cccc(NC(=O)C2Cc3c(-c4ccccc4)ccnc3O2)c1 (stereo not given)	-2	1	nt	-4	4	-1	3	2	2	-7
10	O=C(CCNC(=O)N1CC(=O)Nc2ccccc21)NCCc1cccc(F)c1	1	3	6	-5	-4	18	1	4	2	1
11	C/C(=N/NS(=O)(=O)c1cccc([N+](=O)[O-])c1)c1ccncc1	8	-10	3	6	-4	4	5	7	12	0
12	O=C1NC(=S)SC1=C1CCCC1	24*	1	-2	3	8	21*	-2	-3	7	4
13	COc1ccc(C2CC(c3ccccc3)=NN2C(=O)COC(=O)c2cccc(S(=O)(=O)N3CCOCC3)c2)cc1 (stereo not given)	-1	-8	-4	6	13	1	3	2	-8	-5
14	CC(=O)N1CCc2cc(S(=O)(=O)NCC(=O)NCc3ccccc3Cl)ccc21	3	0	7	-1	2	0	-5	-4	3	5
15	CCn1cc(/C=C(\NC(=O)c2ccccc2Cl)C(=O)N2CCN(C)CC2)c2ccccc21	-3	5	3	-1	-5	0	3	2	1	-1
16	Cn1c(=O)c2ccccc2n(C)c1=O	5	-6	nt	1	0	7	1	4	-2	2
17	COC(=O)c1ccc(COc2ccc(/C=N/NC(=O)C(=O)Nc3ccc(OC)cc3)cc2OC)o1	3	-7	nt	3	3	2	-4	0	-6	1
18	NNc1nc(-c2ccccc2)c2ccccc2n1	0	-6	-18	nt	3	-3	4	nt	4	-1
19	Nc1nccc(-c2ccc(-n3cnc4ccccc43)cc2)n1	2	2	3	-4	-3	16	-5	-13	4	10
20	COc1ccc(NC(=O)C(C)N(C)Cc2ccc3ccccc3c2)cc1 (stereo not given)	-1	-3	-29	0	-6	1	7	-2	-5	5
21	COc1ccc(OCC(=O)Nc2cccc(NC(=O)c3ccco3)c2)cc1	4	4	-1	2	2	-3	-9	-4	-6	-2
22	COc1cccc(NC(=O)c2ccc3nsnc3c2)c1	1	2	-15	3	4	-2	1	-1	-11	-2
23	O=C(CSc1nnc(-c2cccs2)n1-c1cccc(Cl)c1)c1cccc2c1OCCO2	0	5	-10	-2	5	-1	-8	3	1	-5
24	Cc1onc(-c2ccccc2)c1C(=O)NCCc1ccc(Cl)cc1	0	10	-5	-9	1	-1	-9	-7	-11	1

Reprinted from the part before: two compounds; new compounds follow.
No.	structure	PRMT1 inh	TCR CD3 inh	HTRA1 inh	GC-B act	rCAG RNA binder	UHRF1 binding	SIAE primary	GC-A act	mABHD4 FP	MBD2 DNA inh
23	O=C(CSc1nnc(-c2cccs2)n1-c1cccc(Cl)c1)c1cccc2c1OCCO2	0	5	-10	-2	5	-1	-8	3	1	-5
24	Cc1onc(-c2ccccc2)c1C(=O)NCCc1ccc(Cl)cc1	0	10	-5	-9	1	-1	-9	-7	-11	1
25	CN(C)c1ccc(C(O)c2cc3ccccc3s2)cc1 (stereo not given)	0	-11	-1	1	7	2	1	1	2	-2
26	Nc1ncnc2c1CN(Cc1ccccc1)CC2	1	77*	-3	5	2	-3	5	-2	72*	-5
27	COc1ccc(C(=S)N2CCCC2)cc1C	-3	2	-2	0	-1	-1	5	1	-2	0
28	CC1CCCN(CCCNC(=O)c2cc3c(Cl)nc4ccccc4c3s2)C1 (stereo not given)	0	4	-17	-2	15	-3	-13	6	3	9
29	O=C(CCN1C(=O)C2C3C=CC(C3)C2C1=O)NCc1cccnc1 (stereo not given)	0	4	2	4	-1	22*	-7	1	-1	7
30	Cc1cccc(/C=C(\C(=O)C(=O)O)c2ccc3ccccc3n2)c1	-2	-1	0	3	3	-1	-1	2	3	-1
31	CCCCn1c(N)c(N(CCOC)C(=O)CSc2n[nH]c(-c3ccc(OC)cc3)n2)c(=O)[nH]c1=O	-3	-2	10	3	-3	-1	0	1	7	-6
32	Cc1ccc(C(=O)NCC(=O)N2CCCCCCC2)cc1C	0	3	-2	-3	-1	2	-3	1	8	0
33	CCN(CC(=O)NC(=O)NCc1ccccc1)Cc1ccccc1	-4	3	5	-1	-8	-1	-14	1	4	1
34	O=C(CSC(=S)N1CCOCC1)Nc1ncc2c(n1)CCCC2=O	-2	9	9	-3	0	-1	-8	-4	-2	5
35	CC1CCN(c2ccccc2NC(=O)c2ccc(F)cc2)CC1	-3	8	-12	-2	-5	4	5	-1	-2	-2
36	O=c1c(/C=C(\O)c2ccccc2)nc2ccccc2n1-c1ccccc1	2	-5	-5	-1	-2	0	-12	2	8	-3

Some values from the results shown.
`CCN(CC(=O)NC(=O)NCc1ccccc1)Cc1ccccc1` | MBD2 DNA inh: 1
`CC1CCN(c2ccccc2NC(=O)c2ccc(F)cc2)CC1` | GC-A act: -1
`CCCCn1c(N)c(N(CCOC)C(=O)CSc2n[nH]c(-c3ccc(OC)cc3)n2)c(=O)[nH]c1=O` | SIAE primary: 0
`COc1ccc(C(=S)N2CCCC2)cc1C` | HTRA1 inh: -2

Next records follow.
No.	structure	PRMT1 inh	TCR CD3 inh	HTRA1 inh	GC-B act	rCAG RNA binder	UHRF1 binding	SIAE primary	GC-A act	mABHD4 FP	MBD2 DNA inh
37	Clc1ccc(SCCn2cncn2)cc1	-2	12	-4	4	-1	-2	-1	1	3	-7
38	Nn1c(Cc2ccccc2)nc2sc3c(c2c1=O)CCC3	-6	2	-1	1	0	-3	3	1	2	-4
39	O=C(CSc1nnc(-c2ccc(O)cc2)n1Cc1ccco1)c1cccs1	1	2	-12	-21	1	-3	-1	-16	0	-4
40	COC(=O)/C=C/c1ccc(-n2ccnc2)cc1	1	9	0	0	0	-6	-10	-3	0	1
41	CC(N)C12CC3CC(CC(O)(C3)C1)C2 (stereo not given)	0	5	7	1	-3	4	2	-1	1	2
42	Cc1cc(C(=O)N2CCCC(N3CCN(c4cccc(Cl)c4)CC3)C2)no1 (stereo not given)	1	-8	-7	-3	-9	2	1	-2	-2	2
43	CC(c1ccon1)N(C)C(=O)c1ccc(OC2CCN(C(=O)C3CC3)CC2)cc1 (stereo not given)	3	0	2	0	-2	0	-5	-1	-4	3
44	CC1(C(=O)Nc2nc3ccccc3s2)CC1(Br)Br (stereo not given)	-3	0	-6	-5	-2	-3	-3	9	-6	-6
45	CN(CC(=O)Nc1ccccc1Cl)C(=O)CCc1nc2ccccc2c(=O)[nH]1	4	9	-7	-2	2	-2	3	-2	4	3
46	Cc1ccc(/S(C)=N/S(=O)(=O)c2ccc(C)cc2)cc1 (stereo not given)	1	2	3	0	1	2	-3	-4	0	3
47	COc1cccc(CN2CCNC(=O)C2CC(=O)NCCN2CCCCC2=O)c1 (stereo not given)	-1	1	-2	2	-1	-5	-1	2	1	-3
48	C#CCn1c(=NC(=O)CN2C(=O)CCC2=O)sc2cccc(C)c21	-4	0	-3	1	1	3	-2	0	-4	0
49	COc1cc2c(cc1OC)C(C)N(C(=O)CCNC(=O)c1ccccc1)CC2 (stereo not given)	-3	11	5	1	-2	0	1	2	-5	0
50	COc1cccc(C(=O)N(c2ccccc2)C2C=CS(=O)(=O)C2)c1 (stereo not given)	-2	3	3	-6	-4	4	0	-6	-1	2
51	CCNC(=S)N1CCN(S(=O)(=O)c2cccc(C(F)(F)F)c2)CC1	-2	13	3	3	-1	0	-1	-1	1	-4
52	CSc1ncnc2c1ccn2CC(=O)Nc1ccc(C)c(C)c1	2	-8	-9	-1	2	3	0	-4	-7	6
53	C=C(C)Cn1c(SCC(=O)NN=Cc2c(O)ccc3ccccc23)nnc1-c1ccc(Br)cc1	1	nt	nt	-9	15	-5	6	-2	20	1
54	CC(=O)C[C@@H]1SC[C@H](c2ccccc2)N1S(=O)(=O)c1ccc(C)cc1	2	-4	nt	-4	1	1	0	2	2	-1
55	Cc1sc2nc(CN3CCOCC3)nc(Oc3ccc(NC(=O)c4ccco4)cc3)c2c1C	-3	7	-19	3	-4	-2	2	2	-6	-2
56	COc1ccc(OC)c(C(=O)c2oc3ccccc3c2NC(C)=O)c1	-2	-2	-3	4	-4	-1	11	1	-5	-6
57	CC(C)c1ccc(OCC(=O)NC2CC(C)(C)NC(C)(C)C2)c(Br)c1	0	9	3	2	2	-3	18*	1	3	2
58	CCNC(=S)N/N=C/c1ccc(OCCOc2ccccc2C)cc1	1	5	1	-3	1	1	-2	0	-4	-3
59	Cc1cc(C)c(S(=O)(=O)c2cccc(Cl)c2)c(Cl)n1	-3	-5	-4	-3	3	3	-4	0	1	-3
60	Cc1cccc(C(=O)NCCCNC(=O)c2ccc(C)nc2)c1	4	-4	-3	2	1	2	1	7	1	-2
61	O=C(c1cccs1)N1CCN(Cc2nc(-c3ccccc3)no2)CC1	-2	8	6	-2	2	1	4	-2	0	-1
62	CCOC(=O)c1c(NC2=NS(=O)(=O)c3ccccc32)sc2c1CCC(C)C2 (stereo not given)	-3	5	0	3	1	-3	4	0	11	-5
63	COc1ccc(NC(=O)c2ccc(NC(=O)CN3CCN(c4ccccc4)CC3)cc2)cc1	-1	4	4	1	3	-1	-7	2	-6	-2
64	CCOC(=O)C(C(=O)NCCCN1CCOCC1)C1CCCCC1 (stereo not given)	-2	1	3	4	-4	0	-4	4	1	1
65	COc1ccc(S(=O)(=O)Cc2ccc(C(=O)N3CC(C)CC(C)C3)o2)cc1 (stereo not given)	4	-3	7	0	-3	0	0	1	0	2
66	Cc1ccc(C2=N/C(=C/c3cccs3)C(=O)N2Nc2ccccc2)cc1	1	-3	-52	-2	8	2	-5	-3	-3	2
67	O=C(NCC(c1cccnc1)N1CCN(c2ccccc2F)CC1)c1cccc(Cl)c1 (stereo not given)	3	-3	-11	1	0	6	3	2	-10	1
68	Nn1c(Cc2cccc3ccccc23)nnc1SCc1ccccc1	1	9	0	-2	-2	0	-8	-3	-1	0
69	Cc1ccc2cccc(Oc3ccc([N+](=O)[O-])cc3[N+](=O)[O-])c2n1	0	8	4	-1	-2	0	5	-7	1	2
70	CCCS(=O)(=O)NCCc1cc2c(OC)ccc(OC)c2[nH]c1=O	-3	-6	-9	6	-1	-2	-8	-1	-3	-2
71	O=C1[C@H]2[C@@H](c3ccccc3)N[C@]3(CCCN(Cc4ccco4)C3=O)[C@H]2C(=O)N1Cc1ccccc1	3	-1	-13	-2	9	0	-2	3	-1	-6
72	CCOC(=O)C(CC)Sc1nc2c(c(=O)[nH]c(=O)n2C)n1CCc1ccccc1 (stereo not given)	1	5	0	-17	0	1	1	-6	-2	-3
73	O=C(CSc1nc2ccccc2n1-c1ccccc1)Nc1ncc(Cl)cc1Cl	-1	6	-35	0	-4	1	1	-1	-6	-3
